# Screens as filed in PubChem.
# Luc counter: Counterscreen for Luciferase (Kinase-Glo TM) Inhibition; Luciferin 4-monooxygenase (Photuris pensylvanica), Q27757; Kinase-Glo luciferase, ATP luminescence, 8 min; Potency, µM (doses to about 38.3 µM), for inactives: at the highest dose activity change, negative = inhibition, usual class: inhibitors; 200,000 compounds, 0.28% hits; AID 1379, 2008; also: % is scaled to controls: 0 for no effect and ±100 for the full control effect; nearly all actives have a fitted effect of over 60% in size
#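 Inhibition of Kinase-Glo luciferase light generation was assessed at 10 uM ATP in pH 7.2 imidazole buffer, with luminescence measured after eight minutes at ambient temperature.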
# RGS12 GoLoco inh: qHTS Assay for Inhibitors of RGS12 GoLoco Motif Activity (Red Fluorophore); AID 880, 2007; Potency, µM (doses to about 61.6 µM), without a hit: at the highest dose activity, negative = inhibition, hits mostly inhibitors; Gai1:RGS12 GoLoco peptide FP, rhodamine, 10 min; Guanine nucleotide-binding protein G(i) subunit alpha-1 (Homo sapiens), P63096; 230,000 compounds, 0.44% hits; active = well fitted inhibition curve with a large enough effect, not every such curve was filed as active; inactive = no such curve, though single readings can be large or run the other way; also: % is scaled to controls: 0 for no effect and ±100 for the full control effect; nearly all actives have a fitted effect of over 30% in size; many of its hits are not listed in these tables
# Target sequence (P63096 whole entry, looked up): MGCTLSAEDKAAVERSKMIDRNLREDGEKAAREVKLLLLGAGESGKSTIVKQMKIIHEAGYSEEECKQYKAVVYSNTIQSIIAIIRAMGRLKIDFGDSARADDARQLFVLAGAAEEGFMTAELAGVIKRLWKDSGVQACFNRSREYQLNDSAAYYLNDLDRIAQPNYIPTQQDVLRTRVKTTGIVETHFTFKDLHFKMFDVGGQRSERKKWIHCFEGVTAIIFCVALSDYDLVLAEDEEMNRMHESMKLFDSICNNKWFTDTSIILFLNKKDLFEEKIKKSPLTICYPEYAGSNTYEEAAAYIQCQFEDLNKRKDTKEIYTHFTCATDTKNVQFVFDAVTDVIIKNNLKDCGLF
# Epigenetic derep: Quantitative High-Throughput Screen for Regulators of Epigenetic Control | 280,000 compounds, 0.2% hits | Potency, µM (top dose mostly 53.9 µM), for the others: at the highest dose GFP activation, actives largely listed as activators | AID 1865, 2009 | murine LDR cells, GFP reporter derepression, 30 h; also: % of control where 0% means no effect; nearly all actives have a fitted effect of over 60% in size
#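 Murine LDR cells bearing a silenced CMV-driven GFP reporter were exposed to compound for 30 h at 37 C. After PBS washes, GFP-positive cells (20-120 um objects) counted by laser-scanning microplate cytometry.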
# RECQ1 helicase: qHTS Assay for Inhibitors of RecQ-Like Dna Helicase 1 (RECQ1). RECQ1 DNA unwinding, red fluorescence kinetic read. 240,000 compounds, 0.54% hits. ATP-dependent DNA helicase Q1 (Homo sapiens), P46063. Potency, µM (titrated, usually from 57.3 µM), for the others: top-dose activity, negative = inhibition, most hits filed as inhibitors;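 also: plate controls were vehicle for no effect and no enzyme for full effect; nearly all actives have a fitted effect of over 30% in size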
# Target sequence (P46063 whole entry, looked up): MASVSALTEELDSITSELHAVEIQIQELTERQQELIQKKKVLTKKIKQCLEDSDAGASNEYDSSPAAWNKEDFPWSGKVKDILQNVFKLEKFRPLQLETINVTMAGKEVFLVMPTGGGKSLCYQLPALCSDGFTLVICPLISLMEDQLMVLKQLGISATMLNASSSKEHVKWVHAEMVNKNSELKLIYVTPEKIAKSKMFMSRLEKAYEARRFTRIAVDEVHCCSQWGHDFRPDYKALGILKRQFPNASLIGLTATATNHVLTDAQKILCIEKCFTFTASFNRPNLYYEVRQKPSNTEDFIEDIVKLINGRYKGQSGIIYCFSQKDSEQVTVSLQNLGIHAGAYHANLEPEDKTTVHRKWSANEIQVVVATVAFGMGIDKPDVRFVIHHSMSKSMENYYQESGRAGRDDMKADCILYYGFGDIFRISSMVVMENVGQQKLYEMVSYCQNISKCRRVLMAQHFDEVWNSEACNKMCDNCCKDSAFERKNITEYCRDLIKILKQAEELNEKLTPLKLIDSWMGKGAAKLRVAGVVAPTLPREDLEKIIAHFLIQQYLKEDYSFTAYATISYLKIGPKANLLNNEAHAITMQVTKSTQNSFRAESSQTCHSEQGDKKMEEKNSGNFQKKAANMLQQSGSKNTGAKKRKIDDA
#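 50 nM RECQ1T1 preincubated 15 min with compound in Tris pH 8.0 buffer with MgCl2, DTT, Tween-20 and 2.5 ug/ml poly(dI-dC); started with 200 nM TAMRA/BHQ-2 forked duplex and 2 mM ATP. Unwinding read as fluorescence (525/598 nm), two reads 2 h apart.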
# JMJD2E inh: qHTS Assay for Inhibitors of Human Jumonji Domain Containing 2E (JMJD2E); Lysine-specific demethylase 4E (Homo sapiens), B2RXH2; JMJD2E catalytic domain, FDH-coupled NADH fluorescence (FDH is formaldehyde dehydrogenase); Potency, µM (titrated, usually from 57.1 µM), inactives show at the top dose activity change, negative = inhibition, most hits filed as inhibitors; 230,000 compounds, 1.6% hits; AID 2147, 2009; active = well fitted inhibition curve with a large enough effect, not every such curve was filed as active; inconclusive = small, poorly fitted or top-dose-only effect, or another doubt; inactive = no such curve, though single readings can be large or run the other way;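 also: 0% = wells with enzyme and -100% = buffer wells without enzyme; nearly all actives have a fitted effect of over 50% in size; many of its hits are not listed in these tables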
# SMN2 splice enh: qHTS Assay for Enhancers of SMN2 Splice Variant Expression | HEK293 SMN2-luciferase splicing reporter, luminescence, 30-36 h | Potency, µM (doses to about 46.1 µM), without a hit: at the top dose activity change, positive = activation, usual class: activators | 210,000 compounds, 2.8% hits | AID 1458, 2008; also: % of control where 0% means no effect; nearly all actives have a fitted effect of over 55% in size
#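 HEK293 cells carry an SMN2 […]–luciferase reporter in which exon 7 inclusion puts luciferase in frame. Cells were plated 10-12 h before compound addition, then incubated 30-36 h at 37C. ONE-Glo luminescence was read; sodium butyrate at 4.5 mM final served as control.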
# NPSR antagonist: qHTS Assay for Antagonists of the Neuropeptide S Receptor: cAMP Signal Transduction. CHO-NPSR cells, cAMP TR-FRET, antagonist mode. Q6W5P4. Potency, µM (series often up to 38.3 µM), inactives show top-dose activity change, negative = inhibition, usual class: inhibitors. 220,000 compounds, 1% hits; also: % is scaled to controls: 0 for no effect and ±100 for the full control effect; nearly all actives have a fitted effect of over 50% in size; many of its hits are not listed in these tables
# IMPase Li inh: qHTS Assay for Identifying the Cell-Membrane Permeable IMPase Inhibitors: Potentiation with Lithium. CHO-M1 cells, IP1 TR-FRET (IP-One), carbachol + lithium. Potency, µM (titrated, usually from 59.4 µM), for inactives: top-dose activity, negative = IMPase inhibition, most hits filed as inhibitors. 210,000 compounds, 0.35% hits;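 also: IP1 builds up when IMPase is blocked and the TR-FRET signal falls; plate controls were basal vehicle for no effect and high inhibitor control for full effect; nearly all actives have a fitted effect of over 50% in size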
#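 Concentration–response in CHO-M1 cells, lithium-potentiated; 30 min at 37C. IP1 detected by competitive TR-FRET after 10 min lysis at RT. Hill-fitted AC50.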
# * = called active by the depositor; i = inactive; ? = inconclusive; · = not tested or not shown; [ ] = another dose, or the depositor's remark. Unless noted, calls follow the shape of the dose curve; as a rule, active = well fitted curve in the direction sought with a large enough effect; inconclusive = small, poorly fitted or top-dose-only effect, or another doubt; inactive = no such curve, though single readings can be large; an effect the other way counts as inactive or inconclusive. Potency is read from the fitted curve at half-maximal effect.
Structure,Luc counter,RGS12 GoLoco inh,Epigenetic derep,RECQ1 helicase,JMJD2E inh,SMN2 splice enh,NPSR antagonist,IMPase Li inh
CCOc1cc(CNc2ccc3c(c2)OCCO3)cc(Br)c1OCC(N)=O,2%,0%,1.2%,-17%,11%,7%,-12%[46.1 µM],26%[38.3 µM]
COc1cc(CCC(=O)OCC(=O)NCc2ccccc2)cc(OC)c1OC,·,2%,0.9%,i,6%,·,17%,-7%
O=C1CCC/C(=N\NC(=O)COc2ccc(Cl)cc2)C1,-4%,6%,-1.4%,-1%,?,1%,6%,1%
Cc1ccc(OC(=O)c2ccc(Br)o2)cc1,-4%,-1%,0.0%,-6%,5%,-11%,-4%[46.1 µM],-1%[38.3 µM]
Cc1ccc2c(c1)cc(CN(Cc1cccnc1)C(=O)NCc1ccccc1)c1nnnn12,1%,10%,-0.9%,1%,6%,5%,-13%[46.1 µM],15%
Cc1cc2c(cc(C(=O)O)n2C)s1,3%,4%,1.8%,-11%,4%,8%,-6%[46.1 µM],19%[38.3 µM]
COc1ccc(NC(=O)NC(=O)c2cc(OCC(F)(F)F)ccc2OCC(F)(F)F)cc1,·,3%,1.4%,-12%,-6%,·,21%,·
c1ccc(-c2nc(-c3ccccc3)c(NC3CCCCC3)o2)cc1,0%,-1%,-1.1%,-4%,-1%,4%,·,-2%
Cn1c(C(=O)OCC(=O)NCc2cccs2)cc2sccc21,-3%,4%,0.7%,-3%,5%,3%,18%[46.1 µM],14µM*
CN(C)C(=S)NC(C)(C)C,·,-2%,-0.4%,-6%,0%,·,-23%,·

# Continued:
Structure,Luc counter,RGS12 GoLoco inh,Epigenetic derep,RECQ1 helicase,JMJD2E inh,SMN2 splice enh,NPSR antagonist,IMPase Li inh
CCOC(=O)C1(Cc2cccc(F)c2)CCN(C(=O)COC)CC1,·,4%,-1.7%,2%,4%,·,4%,·
Cc1ccc2nc(NC(=O)C3CCN(S(=O)(=O)c4cc([N+](=O)[O-])ccc4Cl)CC3)sc2c1,-1%,9%,0.0%,32µM*,-3%,-25%,8%,15%
COc1ccc(N/C=C\C(=O)c2ccc(Br)cc2)cc1OC,-2%,0%,?,-1%,8%,?,16%,2%
Cc1onc(-c2ccccc2)c1C(=O)OCC(=O)Nc1cc(S(=O)(=O)N2CCOCC2)ccc1Cl,-1%,-1%,-1.5%,-7%,-2%,-47%[inhibitor],-16%,10%
CCC(=O)NC(=Nc1nc2ccccc2s1)NC(=O)CC,3%,-3%,5.5%,-11%,3%,10µM*,-8%[46.1 µM],6%[38.3 µM]
CC(=O)c1cn(C)c(=O)n(C)c1=O,2%,-14%,2.1%,-8%,1%,0%,14%,-5%
CN(C)NC(=S)NC1CC2CCC1C2 (stereo unspecified),·,-2%,-4.2%,-8%,-1%,·,5%,·
CCOc1cc(NC(=S)NCCCN2CCOCC2)c(OCC)cc1NC(=O)CC(C)C,-2%,7%,-1.1%,i,-3%,2%,1%[46.1 µM],19%[38.3 µM]
CC1=Nc2ccccc2N=C(NC(=O)CN2CCN(c3ccc(F)cc3)CC2)C1c1ccccc1 (stereo unspecified),·,2%,-1.1%,0%,-18%,·,-39%,·
Cc1nc(C(=O)NC2CCOCC2)sc1C1(C)CC(c2ccccc2)=NO1 (stereo unspecified),·,-4%,-4.7%,3%,-11%,·,-6%,·

# Carrying on.
Structure,Luc counter,RGS12 GoLoco inh,Epigenetic derep,RECQ1 helicase,JMJD2E inh,SMN2 splice enh,NPSR antagonist,IMPase Li inh
O=C(C1=C[C@@H](c2ccc3c(c2)OCO3)C[C@@H](OCCCCO)O1)N1CCOCC1,·,-7%,3.0%,-5%,?,·,-5%,-4%
Nc1nnc(SCc2ccc(F)cc2Cl)s1,0%,2%,-3.9%,-9%,2%,29%,9%[46.1 µM],18%[38.3 µM]
O=C(O)C(Cc1ccccc1)N1C(=O)/C(=C/c2cccs2)SC1=S (stereo unspecified),-4%,21%,-1.1%,i,10%,-12%,-30%,11%
CCO[C@@H]1OC(C(=O)Nc2ccccc2)=C[C@H](C2CC2)[C@H]1CCCO,·,-4%,-0.5%,-7%,2%,·,23%,5%
CCCC(c1nnnn1CCOC)N1CCN(C(=O)c2ccco2)CC1 (stereo unspecified),2%,5%,0.6%,i,-10%,-10%,7%[7.67 µM],0%[38.3 µM]
Cc1ccc(C(=O)[C@@H]2[C@H]3C4COC(O4)C(=O)[C@@H]3[C@H]3C=Cc4ccccc4N32)cc1 (stereo partly specified),-1%,4%,-0.3%,-8%,-21%,·,·,7%
C=CCNC(=O)COC(=O)c1ccc(Sc2nncn2C)c([N+](=O)[O-])c1,5%,5%,-1.8%,-8%,-2%,18%,17%,14%
COc1cc(C2C(C#N)=C(N)Oc3cc(C)n(Cc4ccccn4)c(=O)c32)cc2c1OCO2 (stereo unspecified),3%,0%,0.0%,-6%,0%,3%,-15%[46.1 µM],-3%[38.3 µM]
O=C(Nc1cccnc1)c1ccc(C(=O)Nc2cccnc2)cc1,-2%,11%,-0.1%,i,10%,·,-11%,0%
CCCCC1(Cc2ccc([N+](=O)[O-])cc2)C(=O)N(c2ccccc2)N(c2ccccc2)C1=O,2%,-24%,1.0%,-9%,3%,-84%[inhibitor],-11%[46.1 µM],14%

# The listing continues.
Structure,Luc counter,RGS12 GoLoco inh,Epigenetic derep,RECQ1 helicase,JMJD2E inh,SMN2 splice enh,NPSR antagonist,IMPase Li inh
CC(C)=CCCC(C)CN1CCC(N2CCC(C(=O)N3CCOCC3)CC2)CC1 (stereo unspecified),0%,-4%,5.2%,i,-5%,·,4%,17%
CN(C)C(=O)CSc1n[nH]c(-c2ccco2)n1,-2%,6%,-6.2%,29%,-14%,2%,15%,-2%
NCCCNCCCCNCCCNC(=O)CCc1ccc(O)cc1,5%[39.9 µM],14%[14.2 µM],1.7%[10.1 µM],-6%[11.5 µM],·,·,·,3%
CCN(C(=O)COC(=O)c1c(C)noc1C)C1CCS(=O)(=O)C1 (stereo unspecified),-20%,10%,-0.2%,i,1%,2%,13%,1%
O=C1O/C(=C\C(=O)N2CCOCC2)c2ccccc21,-5%,2%,-1.0%,6%,5%,-16%,-2%[46.1 µM],4%[38.3 µM]
CCOC(=O)Cn1c(C)[n+](C)c2cc(Cl)c(Cl)cc21,-4%,-1%,0.0%,2%,-11%,0%,2%,3%
COc1ccccc1N1CCN(C(=O)/C=C/c2cccs2)CC1,-2%,-9%,0.0%,0%,-13%,-21%,7%,5%
Cc1c(NC(=O)C2CC=CCC2C(=O)O)c(=O)n(-c2ccccc2)n1C (stereo unspecified),0%,4%,3.8%,4%,-28%,·,-2%[46.1 µM],7%[38.3 µM]
C=C1C(N)CC2CC1C2(C)C (stereo unspecified),-3%,3%,1.0%,-12%,-1%,-12%,·,18%
Cc1ccc(-n2c(SCc3cn4ccsc4n3)nc3ccccc3c2=O)cc1,3%,14%,3.0%,?,-11%,·,?,50%[activator][38.3 µM]

# More compounds
Structure,Luc counter,RGS12 GoLoco inh,Epigenetic derep,RECQ1 helicase,JMJD2E inh,SMN2 splice enh,NPSR antagonist,IMPase Li inh
Cc1ccc(-c2nnn(CC(=O)N(c3ccccc3)C(C(=O)NCC3CCCO3)c3ccc(F)cc3)n2)o1 (stereo unspecified),-4%,-1%,-0.1%,-2%,3%,-23%,11%,-7%
CC(C)Oc1cc(O)c2c(=O)c(-c3ccc(O)cc3)coc2c1,-2%,7%,1.5%,-7%,-6%,7.1µM*,-9%[46.1 µM],33%[38.3 µM]
O=c1c(-c2cccc(Cl)c2)nc2cncnc2n1Cc1ccccc1Cl,-3%,11%,·,-5%,·,-2%,·,3%
COCCNC(=O)NC(=O)COC(=O)C12CC3CC(CC(NC(C)=O)(C3)C1)C2,0%,0%,0.9%,-1%,-1%,3%,-2%[46.1 µM],-2%[38.3 µM]
Cc1ccccc1-c1cc2nc(-c3ccc([N+](=O)[O-])cc3)cc(=O)n2[nH]1,1%,8%,0.0%,-8%,-2%,·,-1%,5%
O=C(Nc1cccc(F)c1)C1CCN(C(=O)Cc2ccccc2)CC1,4%,-5%,-1.0%,1%,1%,-1%,-11%[46.1 µM],7%[38.3 µM]
O=S(=O)(N1CCCCC1)N1CCNCC1,-3%,-5%,0.1%,i,40%[activator],3%,16%[46.1 µM],33%[activator][38.3 µM]
Cc1cc(C)nc(N/N=C/c2cccc(Cl)c2)n1,-2%,6%,-1.9%,i,1%,?,17%,2%
CCOc1ccccc1C1C2=C(COC2=O)Nc2cc3c(cc21)OCO3 (stereo unspecified),6%,1%,-0.7%,-3%,?,·,10%,3%
COc1ccc(-c2nnc(SCC(=O)c3ccc(C)o3)o2)cc1,3%,2%,0.0%,i,-3%,-32%[inhibitor],3%,10%

# Next section:
Structure,Luc counter,RGS12 GoLoco inh,Epigenetic derep,RECQ1 helicase,JMJD2E inh,SMN2 splice enh,NPSR antagonist,IMPase Li inh
COc1ccc(N2CC(C(=O)Nc3nnc(SCC(=O)c4ccccc4)s3)CC2=O)cc1 (stereo unspecified),-2%,14%,1.3%,-6%,-4%,13%,-19%,-4%
C[C@]1(C(=O)NCC2CC2)C=C[C@@H](Cc2ccccc2)N1C(=O)c1ccccc1,-1%,-6%,6.2%,-9%,-22%,11%,·,-11%
Cc1ccc(CC(=S)N2CCOCC2)cc1,·,2%,-0.4%,-5%,-18%,·,6%,3%
COc1cc(C2NC(=O)NC(C)=C2C(=O)OCC2CCCO2)ccc1O (stereo unspecified),-2%,-9%,0.0%,-11%,-6%,10%,0%[46.1 µM],19%[38.3 µM]
CCOc1cc(OCC)cc(C(=O)NCCCN2CCOCC2)c1,1%,5%,0.1%,-9%,-17%,8%,18%,-3%
Cc1ccc(C(CC(=O)N2CCOCC2)c2ccco2)cc1 (stereo unspecified),-1%,-8%,-7.9%,1%,-3%,-4%,-12%[46.1 µM],21%[38.3 µM]

# A portion of the library; count on the stated rates, not on these rows.
